Anesthetic bind: candidate novel general anesthetic via apoferritin binding. P02791. apoferritin/1-aminoanthracene competitive binding, fluorescence. Potency, µM (highest dose often 77.5 µM), for inactives: at the highest dose activity change, negative = displacement, hits mostly inhibitors. 350,000 tested, 0.074% active; further: potency means the concentration at half of the fitted maximal effect; on the % scale 0 is the no-effect control and ±100 the full control effect; nearly all actives have a fitted effect of over 20% in size
Target sequence (P02791 2-175 limits assumed): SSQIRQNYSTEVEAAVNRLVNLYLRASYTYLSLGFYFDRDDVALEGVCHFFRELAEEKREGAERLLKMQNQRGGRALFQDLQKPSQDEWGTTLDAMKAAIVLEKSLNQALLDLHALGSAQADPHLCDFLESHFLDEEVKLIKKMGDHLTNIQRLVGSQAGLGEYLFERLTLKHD
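Probe: 1-aminoanthracene (50% saturated, PBS). Protein: horse-spleen apoferritin, 10 uM. Incubation: 10 min, room temperature. Detection: 380 nm excitation, 535 nm emission. Analysis: normalized response, four-parameter Hill.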
APEX1 inh: blocks human APE1 abasic DNA cleavage | P27695 | recombinant APE1, TAMRA/BHQ-2 abasic DNA cleavage fluorescence | Potency, µM (titrated, usually from 65.8 µM), without a hit: at the top dose activity change, negative = inhibition, actives largely listed as inhibitors | 350,000 tested, 0.35% active | AID 2517;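 further: potency means the concentration at half of the fitted maximal effect; plate controls were vehicle for no effect and reference inhibitor for full effect; nearly all actives have a fitted effect of over 55% in size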
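APE1 at 0.75 nM final was preincubated with compound 15 min at room temperature, then 50 nM double-stranded THF abasic-site substrate (5'-TAMRA/3'-BHQ-2) was added. Fluorescence (ex 525/em 598 nm) was read kinetically; third-minus-first read gave activity.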
LDHA block: inhibitors of human lactate dehydrogenase A | P00338 | purified LDHA, NADH/diaphorase-resazurin fluorescence; hits give low values | activity change, % (values are at about 110 or 230 µM) | 480,000 tested, 0.15% active | AID 1347041; in the data active means activity change below about -30%; inconclusive means mostly about -25% to -30%;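 further: plate controls were DMSO wells for no effect and wells without enzyme for full effect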
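Remaining NADH was detected by diaphorase (0.133 mg/mL) converting 37 µM resazurin to fluorescent resorufin, read at 0 and 20 minutes. The preceding 5-minute room-temperature reaction used 2 nM LDHA, 0.2 mM sodium pyruvate and 0.06 mM NADH at pH 7.4.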
GRP78 ERSR act: ER stress response induction in glioma; U87-MG GRP78 promoter luciferase reporter, 16 h; Potency, µM, for the others: at the highest dose activation, hits mostly activators; 420,000 tested, 0.02% active; AID 602332; further: potency means the concentration at half of the fitted maximal effect; series mostly up to about 76 µM; % of control where 0% means no effect; nearly all actives have a fitted effect of over 35% in size
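Stably transfected U87-MG glioma cells carrying a GRP78-based luciferase sensor; 16 h compound incubation. Luminescence end-point read 10 min after Bright-Glo addition at room temperature.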
Pol eta inh: blocks human DNA polymerase eta activity; Q9Y253; recombinant Pol eta, fluorescent DNA replication assay; Potency, µM (doses to about 114 µM), inactives show top-dose activity change, negative = inhibition, hits mostly inhibitors; 390,000 tested, 1.2% active; AID 588591; further: potency means the concentration at half of the fitted maximal effect; on the % scale 0 is the no-effect control and ±100 the full control effect
Target sequence (Q9Y253 whole entry, looked up): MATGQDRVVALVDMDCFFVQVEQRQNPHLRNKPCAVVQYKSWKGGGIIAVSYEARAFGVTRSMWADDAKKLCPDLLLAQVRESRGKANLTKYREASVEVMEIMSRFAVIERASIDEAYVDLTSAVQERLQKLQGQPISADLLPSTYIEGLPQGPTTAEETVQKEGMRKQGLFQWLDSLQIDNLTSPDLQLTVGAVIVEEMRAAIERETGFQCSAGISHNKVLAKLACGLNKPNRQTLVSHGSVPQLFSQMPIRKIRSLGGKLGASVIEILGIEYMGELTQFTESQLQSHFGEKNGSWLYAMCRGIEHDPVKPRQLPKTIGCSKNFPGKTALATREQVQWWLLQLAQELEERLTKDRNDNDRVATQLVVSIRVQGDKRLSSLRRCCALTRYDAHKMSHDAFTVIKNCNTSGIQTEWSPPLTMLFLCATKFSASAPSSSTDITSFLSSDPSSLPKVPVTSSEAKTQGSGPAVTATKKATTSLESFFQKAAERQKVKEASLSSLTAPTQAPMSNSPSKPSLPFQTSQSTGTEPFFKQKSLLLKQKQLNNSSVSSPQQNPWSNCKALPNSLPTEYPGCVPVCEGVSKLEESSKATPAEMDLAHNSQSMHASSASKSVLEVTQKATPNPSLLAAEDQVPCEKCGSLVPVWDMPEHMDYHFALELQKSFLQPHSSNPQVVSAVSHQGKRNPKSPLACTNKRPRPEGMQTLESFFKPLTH
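Fluorescent replication assay: 50 nM final substrate added after a 15 min room-temperature compound preincubation with 10 nM enzyme. Signal taken at 0 min and again at 10 min.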
BLM inh: inhibitors of human Bloom syndrome helicase BLM; AID 2528; 350,000 tested, 0.2% active; recombinant BLM DNA unwinding, fluorescence dequenching; P54132; Potency, µM (highest dose often 56.1 µM), inactives show at the top dose activity change, negative = inhibition, actives largely listed as inhibitors;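 further: potency means the concentration at half of the fitted maximal effect; plate controls were vehicle for no effect and no enzyme for full effect; nearly all actives have a fitted effect of over 35% in size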
POLK inh: blocks human DNA polymerase kappa activity | purified Pol kappa, fluorescent DNA synthesis assay, 10 min | Potency, µM (highest dose often 107 µM), without a hit: top-dose activity, negative = inhibition, actives largely listed as inhibitors | 400,000 tested, 0.53% active | AID 588579; further: potency means the concentration at half of the fitted maximal effect; on the % scale 0 is the no-effect control and ±100 the full control effect
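Pol kappa 10 nM + cpd, 15 min RT; start w/ substrate 50 nM final; fluorescence kinetic read, 0 and 10 min. Neg ctrl: buffer, no enzyme.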
Pol iota inh: inhibitors of human DNA polymerase iota | 390,000 tested, 1% active | AID 588590 | Potency, µM (series often up to 115 µM), inactives show at the highest dose activity, negative = inhibition, most hits filed as inhibitors | Q9UNA4 | Pol iota fluorescent replication assay, 10 min; further: potency means the concentration at half of the fitted maximal effect
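Pol iota at 10 nM preincubated 15 min with compounds at room temperature; reaction started with fluorescent substrate, 50 nM final. Fluorescence read kinetically at 0 and 10 min; buffer-only wells as negative control.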
POLB inh: inhibitors of human DNA polymerase beta | Potency, µM (top dose mostly 114 µM), for the others: at the top dose activity change, negative = inhibition, usual class: inhibitors | 340,000 tested, 1.3% active | Pol beta primer extension/strand displacement, fluorescence kinetic | P06746; further: potency means the concentration at half of the fitted maximal effect; on the % scale 0 is the no-effect control and ±100 the full control effect
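Human Pol beta at 10 nM; strand-displacement substrate 50 nM final. Compound exposure 15 min at room temperature before start, reaction 10 min at room temperature.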
Numbers without * were called inactive; u = inconclusive; x = no result given; & = joins results of further samples; [ ] = remark or other dose. Unless noted, the call rests on the fitted dose curve; in most records, active means well fitted curve in the direction sought with a large enough effect; inconclusive means small, poorly fitted or top-dose-only effect, or another doubt; inactive means no such curve, though single readings can be large; an effect the other way counts as inactive or inconclusive. Some of the compounds tested. The share of hits here may be higher or lower than overall.

SMILES	Anesthetic bind	APEX1 inh	LDHA block	GRP78 ERSR act	Pol eta inh	BLM inh	POLK inh	Pol iota inh	POLB inh
Cc1cccc(NC(=O)CSc2nccn2Cc2ccco2)c1	-7%	4%	-4	5%	-7%	2%	-21%	17%	-5%
CCc1ccc(S(=O)(=O)NCCc2cn3ccccc3n2)s1	-11%	0%	-8	0%	-9%	0%	-1%	0%	6%
CC(C)(Oc1ccc(-c2ccco2)cc1)C(=O)O	7%	-3%	x	x	x	3%	x	x	40µM*
COCCNC(=O)CN1c2ccccc2CC1C (stereo not given)	-11%	9%	3	-1%	10%	-1%	-5%	13%	16%
CC1C2Cn3c(nc4ccccc43)C1N(C(C)C)O2 (stereo not given)	-5%	0%	1	1%	-13%	-1%	4%	u	3%
COc1cccc(OC)c1C(=O)NCCc1csc(-c2ccc(Cl)cc2)n1	u	x	1	1%	-20%	2%	-1%[60.1 µM]	3%	12%
CCNCc1ccc(OCc2cccs2)c(OCC)c1	-6%	16%	-6	-1%	1%	5%	-8%	-18%	-18%
CCOC(=O)N1CCC(NC(=O)CSCc2nc(-c3ccc(C)cc3)oc2C)CC1	0%	17%	-5	0%	3%	0%	-1%	7%	40%
CCOc1ccc(NC(=O)C2CCCN(S(=O)(=O)c3c(C)nn(C)c3C)C2)cc1 (stereo not given)	-14%	10%	-4	0%	-11%	-6%	-11%	3%	2%
Cc1ccc2cc3c(nc2c1)N(Cc1ccco1)CC3	-12%	15%	-3	0%	-4%	-2%	-10%	5%	-1%
COc1ccc(CCNc2c([N+](=O)[O-])ncn2C)cc1OC	-15%	2%	-3	-1%	-13%	1%	3%	41%[activator]	16%
COCCCNC(=S)NC(=O)c1ccccc1	-9%	-6%	0	1%	-20%	1%	-5%	2%	33%
COc1cc(OC)cc(C(=O)Nc2ccccc2C(=O)N2CCCC2)c1	-11%	2%	-3	-1%	3%	-2%	2%	9%	1%
c1ccc(-n2nnc3ccccc32)cc1	-20%	1%	-4	-1%	-5%	-2%	19%	30%	6%
C=CCn1c(=O)c2ccccc2n2c(SCC(=O)NCC)nnc12	-10%	23%	-5	-3%	-10%	-2%	-9%	3%	4%
CCOC(=O)c1cccc(NC(=O)COc2ccc3c(C)cc(=O)oc3c2)c1	3%	x	1&1	-4%	-21%	-10%	0%	15%	-26%
NC(=O)CN1CCOCCOCCOCCOCCOCC1	1%	12%	1	-4%	6%	-2%	-16%	15%	60%
CN1CCN(C(=O)c2ccc3c(c2)N(Cc2cccc(Cl)c2)C(=O)c2ccccc2S3(=O)=O)CC1	-24%&-12%	35%	1&-6	1%&-2%	-14%&-1%	-6%&2%	8%	-2%&-10%	-5%&13%
O=C(/C=C/c1ccc(OCCCF)cc1)NCc1cccc(Cl)c1	-22%	-11%	-3	-6%	-5%	-2%	-6%	-8%	19%
O=C(CN1CCN(C(=O)C2CCCO2)CC1)Nc1cc(Cl)ccc1Cl (stereo not given)	-5%	67%[activator]	-2	-1%	-9%	0%	8%	u	-22%
O=C(CCn1c(=O)c2cccn2c2cccnc21)N1CCN(c2ccccc2F)CC1	-8%	x	-19	-1%	-9%	3%	-9%	8%	56%
CCOC(=O)CSc1ncccn1	-8%	7%	-8	0%	-19%	-3%	-8%	60%[activator]	32%
Cc1cc(=O)oc2cc(OC(C)C(=O)N3CCOCC3)ccc12 (stereo not given)	-6%	-2%	-9	1%	3%	2%	-6%	-2%	16%
CCn1c(=N)c(C(=O)NC2CCCC2)cc2c(=O)n3cc(C)ccc3nc21	27%	x	-5	0%	-15%	-4%	-2%	25%	-22%
Cc1cc(NNC(=O)Nc2cccc(Cl)c2)nc2c1c(C)nn2C	1%	13%	x	x	x	-12%	x	x	21%
COc1ccccc1OCC(=O)Nc1ccc(C(N)=O)cc1	-4%	1%	-2	-3%	-3%	-1%	-2%	-8%	0%
N#CCCN1CCN(S(=O)(=O)c2ccc(C#N)cc2)CC1	-15%	13%	-5	-4%	-7%	-6%	-6%	6%	32%
CC(=O)N1CCC(N(CCN2CCOCC2)C(=S)Nc2ccc(C)cc2C)CC1	-3%	-3%	-7	-6%	2%	-1%	4%	-16%	7%
COC(=O)[C@]1(CC(C)C)N[C@H](c2ccc(SC3CCCCC3)c(OC)c2)[C@@H]2C(=O)N(C)C(=O)[C@@H]21	x	-9%	0	-4%	-27%	x	-12%	25%	x
COc1cccc(NC(=O)C/C(C)=N/NC(=O)c2ccccc2Cl)c1	-13%	11%	-12	0%	2%	-3%	10%	u	0%
O=c1[nH]c(NCCO)nc2c1C1(CCCC1)Cc1ccccc1-2	2%	-6%	-9	-1%	-5%	-2%	-7%	0%	0%
CCC1CCCCN1C(=O)c1noc(C(C)C)c1[N+](=O)[O-] (stereo not given)	2%	3%	2	-1%	-17%	2%	0%	26%	-3%
NS(=O)(=O)c1ccc(NC(=O)COC(=O)Cc2ccc(Cl)cc2)cc1	2%	11%	-11	-1%	9%	-11%	-35%	-27%	u
Cc1ccc(NC(=S)/C(=C(\[O-])c2ccc(C)c([N+](=O)[O-])c2)[n+]2ccccc2)cc1C	u	-6%	x	x	x	5%	x	x	11%
C=CCN(C(=O)c1cccc(C(F)(F)F)c1)C1(C(=O)Nc2ccccc2)CCN(C(C)C)CC1	-6%	-6%	-1	-4%	-8%	0%	0%	-10%	-7%
COC(=O)C1=C(C)C(c2ccc(OC)cc2OC)NC(=O)N1 (stereo not given)	-12%	15%	-2	-3%	1%	-2%	-7%	u	13%
COC(=O)c1sc(-c2ccc(C(C)(C)C)cc2)cc1NC(=O)c1ccccc1C(=O)O	-9%	-4%	0	0%	89µM*	-10%	2%	-19%	u
COc1ccc(CN(C(=O)CN2C(=O)NC3(CCC(C)CC3)C2=O)C(C)Cc2cccs2)cc1 (stereo not given)	x	-14%	-3	-7%	-13%	x	-9%	11%	x
COCCNC(=O)CN(Cc1ccccc1)C(=O)CCC(=O)Nc1nccs1	-9%	5%	-5	-2%	-20%	2%	-1%	63%[activator]	36%
CCc1ccccc1NC(=O)Cn1c(=O)n(CCCS(=O)(=O)C2CCCCC2)c(=O)c2ccccc21	-4%	x	-2	0%	-9%	-5%	0%	11%	-1%
Cc1ccc(S(=O)(=O)Nc2nc(C)c(C(=O)NNS(=O)(=O)c3ccccc3)s2)cc1	-3%	4%	4	-4%	-11%	0%	-8%	25%	-3%
COc1ccc(-c2nc3scc(CCNC(=O)Cc4ccc(F)cc4)n3n2)cc1	1%	x	-2	-1%	-18%	1%	-10%[60.1 µM]	17%	-1%
CCOc1cc(C2/C(=C(\O)c3cc(C)ccc3C)C(=O)C(=O)N2CCN(C)C)ccc1O (stereo not given)	-3%	1%	-9	-6%	4%	0%	-2%	6%	-18%
O=C(CCCc1ccccc1)NC1CCSC1=O (stereo not given)	-8%	1%	-3	0%	-15%	-2%	-3%	-5%	5%
O=C(Nc1ccccc1)Nc1cccc(-c2nnco2)c1	-7%	36%	-6	-1%	-1%	-3%	-10%	u	-7%
CC(C)NC(=S)N1CCN(S(C)(=O)=O)CC1	-1%	-1%	-5	-3%	-2%	2%	-7%	-2%	8%
Cc1cnc(C(=O)OCC(=O)NC2CCCC(C)C2C)cn1 (stereo not given)	u	-1%	-9	-2%	-3%	1%	-13%	5%	17%
COc1ccc(NC(=O)CN(C)CC(=O)NCC(=O)Nc2ccc(F)cc2)cc1	x	37%	0	-2%	-18%	x	-10%	21%	x
O=[N+]([O-])c1cc(S(=O)(=O)N2CCCC2)ccc1NCCCN1CCOCC1	-16%	-1%	-8	-4%	-1%	0%	7%	-16%	15%
Cc1ccc2nc(CSc3nnc4ccccn34)cc(=O)n2c1	-1%	3%	-6	2%	-17%	0%	-1%	124%[activator]	-22%
Cc1ccc(C(=O)Nc2nnc(S(=O)(=O)N3c4ccccc4CC3C)s2)cc1 (stereo not given)	-6%	x	-1	-2%	-16%	-1%	-7%	34%[activator]	-23%
COc1ccc2cc(C(=O)NCc3ccc4c(c3)CCN4C(=O)c3ccc(C)cc3)[nH]c2c1	-10%	x	-2	2%	-1%	-5%	-12%[60.1 µM]	7%	5%
Cc1ccc(C(=O)N2CCCC2)cc1Br	u	3%	1	0%	-10%	-2%	5%	0%	1%
COC(=O)c1cc(O)cc(OC)c1Oc1cc(C)cc(O)c1C(=O)O	0%	0.63µM*	12	2%	3.5µM*	8.9µM*	11µM*	13µM*	3.2µM*
COc1cc(/C=C(/C#N)c2ccc(F)cc2)ccc1Oc1ccc([N+](=O)[O-])cn1	-13%	1%	-1	-2%	-3%	-9%	-2%	u	1%
Cc1ccc2oc(C(=O)N3CCN(C)C[C@@H]3C(C)C)c(C)c2c1	-5%	49%[activator]	-3	3%	-20%	-2%	4%	39%[activator]	2%
CC1CCN(C(=O)c2c(NC(=O)c3ccccc3F)sc3c2CCC(C(C)(C)C)C3)CC1 (stereo not given)	-14%	x	2	-4%	-15%	-11%	9%	-5%	12%
Cc1cccc(C(=O)Nc2nnc(Cc3c[nH]c4ccccc34)s2)c1	-14%	12%	-1	5%	-7%	-12%	-5%	43%[activator]	24%

Three entries from above, as comma-separated lines:
molecule,Anesthetic bind,APEX1 inh,LDHA block,GRP78 ERSR act,Pol eta inh,BLM inh,POLK inh,Pol iota inh,POLB inh
Cc1ccc(C(=O)N2CCCC2)cc1Br,u,3%,1,0%,-10%,-2%,5%,0%,1%
COC(=O)c1cc(O)cc(OC)c1Oc1cc(C)cc(O)c1C(=O)O,0%,0.63µM*,12,2%,3.5µM*,8.9µM*,11µM*,13µM*,3.2µM*
COc1cc(/C=C(/C#N)c2ccc(F)cc2)ccc1Oc1ccc([N+](=O)[O-])cn1,-13%,1%,-1,-2%,-3%,-9%,-2%,u,1%

Screening results from PubChem BioAssay.
